# HIV fusion peptide = cell-free HIV fusion peptide-binding blockers – biochemical, uHTS, fluorescence dequenching, primary screen (AID 1986); cell-free peptide binding, fluorescence dequenching, 30 min; higher % means a stronger effect; inhibition, % at 20 µM; hits with a dose series show IC50 in µM; hit rate 0.3% among 290,000; in the data active = inhibition mostly above about 52%, no sharp cut-off; inactive = mostly below about 76%; note: some results filed as inactive read as strong as hits
# GPR55 activation = selective activators of receptor GPR55 – imaging, U2OS cells, beta-arrestin-GFP redistribution, primary screen (AID 1961); activation, % at 10 µM, or EC50 in µM where a hit was titrated; hit rate 0.048% among 290,000; U2OS GPR55 beta-arrestin-GFP redistribution imaging; higher % means a stronger effect;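 active = activation above 40% with more than 50 cells counted in the well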;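 note: U2OS osteosarcoma cells stably expressing GPR55 and beta-arrestin-GFP; plate controls were DMSO negative control for no effect and LPI positive control for full effect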
# KOR beta-arrestin-1 = KOR antagonists, beta-arrestin recruitment, cell-based, luminescence, uHTS (AID 1778) | inhibition, % at 10 µM, or IC50 in µM where a hit was titrated | KOR beta-arrestin recruitment, luminescence, antagonist mode; higher % means a stronger effect | hit rate 0.091% among 290,000; note: strong numbers were not always called active
# NOD2 inhibition = NOD2 signaling inhibitors, cell-based, luminescence, uHTS, HEK293 (AID 1566). HEK293 NOD2/NF-kB luciferase reporter, luminescence; higher % means a stronger effect. one-dose inhibition, % at 4 µM; EC50 in µM for titrated hits. hit rate 0.63% among 290,000; note: many of its hits are not listed in these tables
# GPR55 antagonists = inhibition of LPI-stimulated GPR55 beta-arrestin translocation – imaging, U2OS, beta-arrestin-GFP, LPI agonist, primary screen (AID 2013); U2OS GPR55 beta-arrestin-GFP translocation imaging, LPI antagonism; higher % means a stronger effect; one-dose inhibition, % at 10 µM; IC50 in µM for titrated hits; hit rate 0.13% among 290,000;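 active = spots per cell inhibited over 60%, with over 100 cells counted and total cytoplasm intensity under 500,000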;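 note: U2OS cells stably carrying GPR55 and arrestin-GFP stimulated by 5 µM LPI near EC80; imaged beta-arrestin-GFP aggregate spots per cell after agonist stimulation; plate controls were LPI-stimulated DMSO wells for no effect and DMSO wells without LPI for full effect; some results filed as inactive read as strong as hits; confirmed hits need IC50 under 10 µM and bright autofluorescent wells are also inconclusive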
# NOD1 NF-kB reporter = inhibition of NOD1-driven NF-kB reporter – cell-based, luminescence, uHTS, primary screen (AID 1578). hit rate 1% among 290,000. inhibition, % at 4 µM, or EC50 in µM where a hit was titrated. NOD1-driven NF-kB luciferase reporter cells, luminescence; higher % means a stronger effect; in the data active = inhibition mostly above about 36%, no sharp cut-off; inactive = mostly below about 34%;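 note: HEK-293T reporter cells stimulated with the NOD1 agonist gamma-tri-DAP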
# Rac1 GTP hydrolysis = MgcRacGAP GTPase-activating activity inhibitors, confirmation, biochemical, ADP Hunter fluorescence; one-dose inhibition, % at 30 µM; IC50 in µM for titrated hits; AID 624330; hit rate 0.6% among 340,000; MgcRacGAP-stimulated Rac1 GTP hydrolysis, ADP Hunter fluorescence; higher % means a stronger effect; GST-tagged Rac1 F28L mutant substrate;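 active = first-screen hits whose inhibition reached a set limit at any dose in the follow-up dose series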;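 note: fluorescence reports GDP produced by GAP-driven GTP hydrolysis; strong numbers were not always called active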
# KOR beta-arrestin-2 = kappa opioid receptor activators – cell-based, luminescence, uHTS, primary screen (AID 1777). hit rate 0.02% among 280,000. KOR beta-arrestin recruitment, luminescence; higher % means a stronger effect. one-dose activation, % at 10 µM; EC50 in µM for titrated hits; in the data active = activation above about 50%, passing the limit was not always enough; note: a part of the inactive calls stands beside numbers as strong as those of hits
# Large T inhibition = TAg ATPase/helicase activity blockers – biochemical (AID 1903) | inhibition, % at 20 µM; hits with a dose series show IC50 in µM | SV40 large T antigen ATPase/helicase inhibition assay; higher % means a stronger effect | hit rate 0.39% among 310,000; in the data active = a potency from the dose series; note: strong numbers were not always called active
# Starred values were filed as active, the others as inactive; / = not tested or not shown; [ ] = dose if it differs, or a comment. Cut-off read from the data, not from the text of the source, unless noted: active = inhibition above about 50%; inactive = the rest. This is a subset; count on the stated rates, not on these rows.
Rac1 GTP hydrolysis	Large T inhibition	KOR beta-arrestin-2	NOD1 NF-kB reporter	NOD2 inhibition	GPR55 activation	GPR55 antagonists	HIV fusion peptide	KOR beta-arrestin-1	molecule
-4%	8%	-3.4%	-30%	0%	-0.2%	16%	-1.2%	12%	COc1ccc(S(=O)(=O)Nc2ccc(F)cc2F)cc1C(=O)N1CCOCC1
1%	2%	-9.6%	-7%	9%	-0.3%	14%	-2.5%	12%	COCC(C)n1c(=O)sc2ccccc2c1=O (stereo not drawn)
6%	8%	3.7%	-10%	12%	0.5%	20%	0.6%	7%	COC(CN(C(=O)CCl)C(C(=O)NC1CCCCC1)c1ccc(Cl)cc1)OC (stereo not drawn)
7%	5%	-1.6%	-39%	7%	0.1%	11%	0.0%	-56%	CSCCCNC(=S)Nc1cccc(S(=O)(=O)NC2=NCCC2)c1
/	13%	/	5%	-2%	-0.1%	-2%	-0.7%	6%	O=C(NCc1ccccc1)c1ccc(Cl)nc1
-4%	29%	-4.4%	-12%	1%	0.4%	-26%	-1.1%	5%	Cc1ccc(C(=O)N2CCOCC2)cc1S(=O)(=O)N1CCCCC1
10%	-2%	-1.5%	-6%	3%	0.1%	11%	0.3%	18%	CC(C)(C)C(=O)Nc1ccc(C(=O)N/N=C/c2ccccc2OC(=O)c2ccccc2)cc1
6%	12%	0.5%	-3%	-5%	-0.1%	-1%	-0.5%	-2%	CCOC(=O)Cc1csc(NC(=O)c2cc3c(s2)CCCC3)n1
2%	8%	9.8%	7%	15%	0.0%	-15%	-1.1%	-18%	CC(=O)NCCC(=O)Nc1cc(S(=O)(=O)N2CCCCC2)ccc1Oc1ccccc1
4%	1%	-6.5%	1%	6%	-0.2%	-2%	0.4%	17%	Brc1ccc(OCCOCCN2CCOCC2)cc1
10%	/	-3.3%	-78%	-43%	0.0%	8%	-0.4%	-21%	COc1ccc(C(=O)N/N=C/C(=O)c2ccccc2)cc1
16%	7%	-4.5%	-5%	11%	-0.1%	0%	-1.6%	-4%[20 µM]	Cc1ccc2c(c1)c1c3n2CCN(C=O)C3CCC1 (stereo not drawn)
-1%	8%	1.5%	-32%	8%	-0.2%	-1%	3.1%	-6%	CC(=O)c1ccc(OCCn2c(SCC(=O)O)nc3ccccc32)cc1
3%	14%	46%	-46%	-15%	0.1%	-4%	2.6%	-116%	O=C(Nc1cccc([N+](=O)[O-])c1)c1ccc(-c2ccccc2)cc1
10%	10%	12%	-20%	-8%	0.3%	6%	0.9%	-26%	CCOc1ccc(N=C2C(=O)N(CN3CCOCC3)c3ccccc32)cc1
13%	11%	0.3%	-6%	12%	0.3%	-6%	1.3%	18%	CCCn1c(SCC(=O)N2CC(=O)Nc3ccccc32)nc2ccccc21
7%	10%	0.1%	6%	8%	0.3%	-8%	2.5%	-61%	Cc1ccccc1NC(=O)CSc1nnc(C)c2ccccc12
4%	3%	-1.1%	-16%	17%	-0.2%	1%	-0.1%	-30%	COc1ccc(S(=O)(=O)N(C)CC(=O)NCc2cccnc2)cc1Cl
3%	15%	-4.1%	-22%	-2%	-0.2%	3%	-1.8%	3%	NC(=S)NN=C1C2CC3CC(C2)CC1C3
11%	-1%	-2.2%	-8%	12%	-0.1%	8%	-0.9%	29%	COc1cccc(C(=O)Nc2ccccc2N2CCCC2)c1
6%	15%	-0.2%	3%	-9%	0.0%	-6%	-1.0%	-87%	COCCNc1nc2c(c(=O)n(Cc3ccc(OC)cc3)c(=O)n2C)n1C
0%	21%	2.8%	-14%	8%	0.0%	15%	0.6%	-15%	CC(C)Oc1ccc(C(=O)OCC(=O)NCCNC(=O)COC(=O)c2ccc(OC(C)C)cc2)cc1
/	2%	8.7%	4%	-4%	-0.5%	0%	-2.0%	-35%	NC(=O)COC(=O)c1ccc(C(=O)C(=O)c2ccccc2)cc1
10%	16%	3.2%	1%	-3%	0.0%	0%	0.3%	8%	C(=C\c1ccccc1)/CSc1nc2ncccc2[nH]1
6%	13%	4.0%	-11%	-8%	0.3%	8%	-0.1%	-3%	COc1cc(NS(=O)(=O)c2cc(C)ccc2OC)c(OC)cc1Cl

# Two neighbouring entries already listed:
Rac1 GTP hydrolysis	Large T inhibition	KOR beta-arrestin-2	NOD1 NF-kB reporter	NOD2 inhibition	GPR55 activation	GPR55 antagonists	HIV fusion peptide	KOR beta-arrestin-1	molecule
-4%	8%	-3.4%	-30%	0%	-0.2%	16%	-1.2%	12%	COc1ccc(S(=O)(=O)Nc2ccc(F)cc2F)cc1C(=O)N1CCOCC1
1%	2%	-9.6%	-7%	9%	-0.3%	14%	-2.5%	12%	COCC(C)n1c(=O)sc2ccccc2c1=O (stereo not drawn)

# Ordered by length of the SMILES (falling): 6 of the compounds above
Rac1 GTP hydrolysis	Large T inhibition	KOR beta-arrestin-2	NOD1 NF-kB reporter	NOD2 inhibition	GPR55 activation	GPR55 antagonists	HIV fusion peptide	KOR beta-arrestin-1	molecule
6%	15%	-0.2%	3%	-9%	0.0%	-6%	-1.0%	-87%	COCCNc1nc2c(c(=O)n(Cc3ccc(OC)cc3)c(=O)n2C)n1C
7%	5%	-1.6%	-39%	7%	0.1%	11%	0.0%	-56%	CSCCCNC(=S)Nc1cccc(S(=O)(=O)NC2=NCCC2)c1
6%	12%	0.5%	-3%	-5%	-0.1%	-1%	-0.5%	-2%	CCOC(=O)Cc1csc(NC(=O)c2cc3c(s2)CCCC3)n1
10%	/	-3.3%	-78%	-43%	0.0%	8%	-0.4%	-21%	COc1ccc(C(=O)N/N=C/C(=O)c2ccccc2)cc1
11%	-1%	-2.2%	-8%	12%	-0.1%	8%	-0.9%	29%	COc1cccc(C(=O)Nc2ccccc2N2CCCC2)c1
/	13%	/	5%	-2%	-0.1%	-2%	-0.7%	6%	O=C(NCc1ccccc1)c1ccc(Cl)nc1

# Quoted at random: three records from the list.
Rac1 GTP hydrolysis	Large T inhibition	KOR beta-arrestin-2	NOD1 NF-kB reporter	NOD2 inhibition	GPR55 activation	GPR55 antagonists	HIV fusion peptide	KOR beta-arrestin-1	molecule
7%	5%	-1.6%	-39%	7%	0.1%	11%	0.0%	-56%	CSCCCNC(=S)Nc1cccc(S(=O)(=O)NC2=NCCC2)c1
7%	10%	0.1%	6%	8%	0.3%	-8%	2.5%	-61%	Cc1ccccc1NC(=O)CSc1nnc(C)c2ccccc12
4%	1%	-6.5%	1%	6%	-0.2%	-2%	0.4%	17%	Brc1ccc(OCCOCCN2CCOCC2)cc1

# Other records.
Rac1 GTP hydrolysis	Large T inhibition	KOR beta-arrestin-2	NOD1 NF-kB reporter	NOD2 inhibition	GPR55 activation	GPR55 antagonists	HIV fusion peptide	KOR beta-arrestin-1	molecule
3%	8%	-7.4%	9%	15%	0.4%	-5%	-0.8%	-29%	Cc1ccc(-n2c(=O)c(C#N)cc3c(=O)n4cccc(C)c4nc32)cc1
-2%	15%	-1.3%	-40%	-11%	-0.4%	14%	-0.1%	-16%	Cc1ccc(O)c(NC(=O)c2cc(-c3ccc(F)cc3)on2)c1
9%	5%	-2.3%	-5%	-8%	-0.2%	4%	1.4%	-6%	S=C(NCc1cccs1)Nc1cc(Cl)cc(Cl)c1
6%	7%	1.4%	-3%	-2%	-0.1%	2%	1.1%	9%	CCCCCCCCn1cc(C(C)=O)c(=O)[nH]c1=O
6%	3%	-0.6%	-9%	-7%	-0.2%	4%	0.9%	-4%	CCOC(=O)c1c(C)nn(Cc2ccccc2)c1N
4%	9%	-1.3%	-4%	14%	0.3%	0%	2.3%	0%[20 µM]	C=C(C)COc1ccc(C2NC(=O)c3ccccc3O2)cc1OCC (stereo not drawn)
6%	2%	0.4%	-33%	5%	0.3%	-3%	-0.9%	-29%	Cc1cc(C)cc(N2C(=O)CC(N(C(=O)c3ccco3)c3cc(C)cc(C)c3)C2=O)c1 (stereo not drawn)
6%	13%	1.9%	-14%	22%	0.1%	-3%	38%	-8%	CCc1cc2ccc(C)cc2nc1SCC(=O)Nc1cc(OC)c(OC)cc1C(=O)O
3%	-2%	1.9%	6%	-20%	0.2%	-15%	-0.2%	-23%	COCCCn1c(SCc2ccccc2)nc2cc(OC)c(OC)cc2c1=N
1%	3%	-1.3%	7%	21%	38%	19%	2.6%	20%	COc1ccc(CN(Cc2cccn2C)C(=O)c2cc3cc(OC)ccc3[nH]2)cc1
6%	31%	2.6%	37%	16%	0.1%	17%	2.5%	-1%	Fc1ccc(-c2csc3ncnc(N4CCN(Cc5ccccc5)CC4)c23)cc1
7%	3%	-0.3%	-13%	12%	0.0%	3%	0.6%	6%	COc1ccc2c(c1OC)C(=O)N(c1ccc(OCc3ccccc3)cc1)C2=O
5%	-1%	-3.8%	17%	-13%	0.4%	-1%	-1.6%	21%	CN(C)C(CNC(=O)c1cccc(S(=O)(=O)N2CC3(C)CC2CC(C)(C)C3)c1)c1ccco1 (stereo not drawn)
10%	19%	9.8%	-7%	-4%	0.8%	8%	0.3%	21%	COc1ccc(NS(=O)(=O)c2cc(NC(=O)c3cc(F)c(F)c(F)c3F)ccc2N2CCCC2)cc1
11%	9%	1.5%	-1%	21%	0.4%	-2%	1.3%	-8%	Cc1ccc(CNC(=O)C2CC3Cn4c(nc5cc6ccccc6cc54)C3N2C)o1 (stereo not drawn)
5%	6%	-1.7%	-27%	0%	0.8%	6%	0.0%	6%	CC1(C)Cc2c(cnn2-c2ccccc2)-c2c1c1ccccc1n2CC(O)CCl (stereo not drawn)
8%	14%	0.0%	-45%	-39%	-0.5%	-2%	-1.7%	-6%	O=C(N/N=C/c1ccc(C(F)(F)F)cc1)c1ccc(O)cc1
12%	18%	-5.3%	3%	8%	-0.3%	-26%	1.5%	0%	CCc1c(C)n([O-])c2c([n+]1=O)CCCCC2
7%	3%	9.6%	7%	-22%	0.3%	10%	-3.9%	36%	O=C(CSc1nnc2ccccn12)NCc1cccs1
6%	6%	0.9%	1%	18%	0.0%	14%	-0.3%	5%	COC(=O)c1sccc1NC(=O)c1c(Cl)cnn1C
9%	6%	1.4%	15%	16%	0.8%	9%	-3.0%	15%	O=C(CCCOc1ccccc1)Nc1ccc(S(=O)(=O)N2CCOCC2)cc1

# Single values from the results shown:
# O=C(NCc1ccccc1)c1ccc(Cl)nc1 | HIV fusion peptide: -0.7%
# CC(=O)NCCC(=O)Nc1cc(S(=O)(=O)N2CCCCC2)ccc1Oc1ccccc1 | GPR55 antagonists: -15%

# From PubChem BioAssay
